Bioassay records as filed in PubChem.
Rev-erbA mod = modulators of Rev-erb alpha DNA binding, primary screen, biochemical, FITC-DNA, fluorescence polarization, uHTS. Rev-erbα–FITC-DNA binding, 90 min. AID 1259318, 2017. Nuclear receptor subfamily 1 group D member 1 (Homo sapiens), P20393. hit rate 0.79% among 370,000. activity, % at 10 µM;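 active = activity above about 14%, limit read from the data; passing the limit was not always enough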;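 note: 0% = DMSO wells with 35 nM protein and 100% = DMSO wells with 750 nM protein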
DDE Tn6 FP inh = inhibitors of Tn6 peptide binding to fibrin DD(E), primary screen, biochemical, fluorescence polarization, human fibrin, Tn6 probe; Fibrin DD(E) TRITC-Tn6 fluorescence polarization displacement; hit rate 0.21% among 370,000; Fibrinogen beta chain (Homo sapiens), P02675; AID 720509, 2013; inhibition, % at 8.3 µM;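 active = inhibition above a per-campaign cutoff: mean of compounds within control limits plus 3 SD, cut at about 15% in these data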;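 note: 0% = median of all compound wells on the plate and 100% = blocking peptide control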
KLK7 zymogen act = proKLK7 zymogen activators, primary screen, biochemical, fluorescence intensity | activation, % at 7 µM | Kallikrein-7 (Homo sapiens), P49862 | hit rate 0.9% among 370,000 | purified proKLK7, EDANS-DABCYL substrate fluorescence; 100% is mature enzyme control, 0% vehicle;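 active = activation above the mean of all tested compounds plus 3 SD, computed per campaign excluding outliers beyond control limits, cut at about 13% in these data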
PLC-gamma1 inh = PLC-gamma1 enzyme inhibitors, primary screen, biochemical, fluorescence, purified enzyme | fluorogenic substrate | AID 720700, 2013 | hit rate 0.84% among 370,000 | 1-phosphatidylinositol 4,5-bisphosphate phosphodiesterase gamma-1 (Homo sapiens), P19174 | inhibition, % at 12.2 µM; in the data active = inhibition above about 9.5%
sPLA2-III inh = human group III sPLA2 inhibitors, primary screen, biochemical, QFRET, BODIPY PC-A2 liposome substrate. Group 3 secretory phospholipase A2 (Homo sapiens), Q9NZ20. QFRET BODIPY PC-A2 liposome hydrolysis, fluorescence. inhibition, % at 12.2 µM. hit rate 0.56% among 370,000;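 active = inhibition above mean plus 3 SD of compounds lying within the high and low control bounds, cut at about 19% in these data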;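 note: 0% = median of test compound wells and 100% = no enzyme DMSO wells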
ASAP1 inh = inhibitors of human ASAP1 ArfGAP activity, primary screen, biochemical, fluorescence polarization; Arf-GAP with SH3 domain, ANK repeat and PH domain-containing protein 1 (Homo sapiens), …; ASAP1-stimulated ARF1 GTP hydrolysis, GDP FP detection; inhibition, % at 16.5 µM; hit rate 0.19% among 360,000; AID 624377, 2012; in the data active = inhibition above about 25%;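 note: 0% = vehicle with enzyme and substrate and 100% = no enzyme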
UHRF1 binding = UHRF1 methylated DNA binding inhibitors, primary screen, counter-screen for MBD2 inhibitor project, biochemical, TR-FRET, human UHRF1, single concentration; hit rate 0.75% among 370,000; inhibition, % at 4.4 µM; UHRF1 binding to methylated oligo; E3 ubiquitin-protein ligase UHRF1 (Homo sapiens), Q96T88; in the data active = inhibition above about 21%;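 note: UHRF1 SRA domain binding a hemimethylated CpG hairpin DNA probe; 0% = median of test compound wells and 100% = reference inhibitor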
DDE Tn7 FP inh = inhibitors of Tn7 peptide binding to fibrin DD(E), primary screen, biochemical, fluorescence polarization, human fibrin, Tn7 probe; Fibrinogen beta chain (Homo sapiens), P02675; FP displacement of FITC-Tn7 peptide from fibrin DD(E); 0% = median of compound wells per plate; AID 720508, 2013; inhibition, % at 8.3 µM; hit rate 0.13% among 370,000;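 active = inhibition above the mean of compounds falling within the control limits plus 3 SD of them, cut at about 14% in these data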;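 note: 0% = plate median of compound wells and 100% = 10 µM Aha-Tn7 peptide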
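Assay system: Human clot-derived fibrin DD(E) complex | Buffer or medium: Tris/NaCl/CaCl2 buffer, pH 7.8 | Repeats: One replicate per compound | Benchmarks: Aha-Tn7 high control | Measure: % inhibition scaled between sample-field median and high-control FP | Schedule: 10 min plus 3 h, room temperature | Signal: Fluorescence polarization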
ARFGAP1 inh = inhibitors of rat ARFGAP1 GAP activity, primary screen, biochemical, fluorescence polarization, GDP tracer. inhibition, % at 16.5 µM. ADP-ribosylation factor GTPase-activating protein 1 (Rattus norvegicus), Q62848. Arfgap1-stimulated ARF1 GTP hydrolysis, GDP FP detection. hit rate 0.26% among 360,000;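 active = inhibition above a per-plate limit, mean inhibition of low control wells plus 3 SD, cut at about 25% in these data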;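 note: 0% = DMSO wells with enzyme and 100% = wells lacking Arfgap1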
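Assay system: purified rat His6-Arfgap1 residues 1-136 (GAP domain); Reagent: human Δ17 ARF1 bound to GTP; Dosing: 16.5 µM single point, 1.26% DMSO; Times: GTP hydrolysis reaction 2 h at 25 °C; Signal: FP, GDP Alexa 633 tracer displaced from anti-GDP antibody, 620/688 nm; Measure: % inhibition from polarization.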
PLC-beta3 inh = human PLC-beta3 inhibitors, primary screen, biochemical, fluorescence; 1-phosphatidylinositol 4,5-bisphosphate phosphodiesterase beta-3 (Homo sapiens), Q01970; Purified PLC-beta3, fluorogenic substrate; inhibition, % at 12.2 µM; hit rate 0.18% among 370,000; AID 720704, 2013; in the data active = inhibition above about 11%;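 note: 0% = median of compound wells on plate and 100% = full blocker control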
Target sequence (Q01970 whole entry, looked up): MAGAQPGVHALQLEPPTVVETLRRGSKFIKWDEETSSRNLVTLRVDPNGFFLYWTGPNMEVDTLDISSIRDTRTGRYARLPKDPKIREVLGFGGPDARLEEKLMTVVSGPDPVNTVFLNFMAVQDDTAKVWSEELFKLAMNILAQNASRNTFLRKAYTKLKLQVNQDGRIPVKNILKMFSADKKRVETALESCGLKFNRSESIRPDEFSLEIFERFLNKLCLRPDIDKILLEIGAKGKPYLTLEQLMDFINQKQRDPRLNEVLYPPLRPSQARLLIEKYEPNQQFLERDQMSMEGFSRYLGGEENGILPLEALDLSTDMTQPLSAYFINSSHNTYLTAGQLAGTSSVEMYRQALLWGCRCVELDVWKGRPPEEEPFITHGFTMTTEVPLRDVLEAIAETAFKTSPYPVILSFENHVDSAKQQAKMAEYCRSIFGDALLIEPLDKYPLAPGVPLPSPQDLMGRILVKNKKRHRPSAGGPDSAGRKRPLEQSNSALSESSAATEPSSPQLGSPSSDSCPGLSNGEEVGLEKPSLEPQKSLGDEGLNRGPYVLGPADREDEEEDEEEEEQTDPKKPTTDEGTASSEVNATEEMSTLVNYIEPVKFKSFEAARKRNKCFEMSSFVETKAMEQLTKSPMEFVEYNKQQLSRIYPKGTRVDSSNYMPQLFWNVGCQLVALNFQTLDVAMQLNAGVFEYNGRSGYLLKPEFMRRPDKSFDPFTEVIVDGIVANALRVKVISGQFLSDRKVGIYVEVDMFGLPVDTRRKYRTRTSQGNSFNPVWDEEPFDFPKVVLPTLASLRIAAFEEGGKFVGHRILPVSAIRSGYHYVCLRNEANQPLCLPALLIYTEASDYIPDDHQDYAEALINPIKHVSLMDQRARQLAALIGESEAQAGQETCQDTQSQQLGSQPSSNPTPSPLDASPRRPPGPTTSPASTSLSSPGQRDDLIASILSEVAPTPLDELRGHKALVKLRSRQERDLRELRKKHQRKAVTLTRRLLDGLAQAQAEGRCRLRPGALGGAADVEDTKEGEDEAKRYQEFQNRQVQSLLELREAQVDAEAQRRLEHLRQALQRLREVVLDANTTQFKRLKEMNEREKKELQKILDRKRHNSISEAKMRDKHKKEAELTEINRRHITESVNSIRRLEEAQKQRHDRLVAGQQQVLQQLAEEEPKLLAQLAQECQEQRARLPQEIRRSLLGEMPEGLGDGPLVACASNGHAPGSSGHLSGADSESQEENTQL
Active calls of the source: *.

Results for COc1ccc(C)cc1NC(=O)CSc1nnc(CC(=O)Nc2ccccc2C)n1C ?
Rev-erbA mod: 2; DDE Tn6 FP inh: 5; KLK7 zymogen act: 0.2; PLC-gamma1 inh: 6; sPLA2-III inh: -10; ASAP1 inh: 11; UHRF1 binding: 1; DDE Tn7 FP inh: 2; ARFGAP1 inh: -10; PLC-beta3 inh: 2

Results for CC(=O)N1CCOc2cc(S(=O)(=O)NCc3ccc(F)cc3)c(C)cc21 ?
Rev-erbA mod: 7; DDE Tn6 FP inh: 0; KLK7 zymogen act: 0.6; PLC-gamma1 inh: 0; sPLA2-III inh: -5; ASAP1 inh: -5; UHRF1 binding: 0; DDE Tn7 FP inh: -2; ARFGAP1 inh: 2; PLC-beta3 inh: 3

How did O=C(O)c1ccc(/C=C/c2nc3ccccc3c(=O)[nH]2)cc1 do in these assays?
Rev-erbA mod: 1; DDE Tn6 FP inh: -1; KLK7 zymogen act: -0.1; PLC-gamma1 inh: 0; sPLA2-III inh: 2; ASAP1 inh: -3; UHRF1 binding: -1; DDE Tn7 FP inh: 4; ARFGAP1 inh: -1; PLC-beta3 inh: -6

How did O=C(Nc1ccc2sccc2c1)c1ccc(Cl)s1 do in these assays?
Rev-erbA mod: 0; DDE Tn6 FP inh: -2; KLK7 zymogen act: 7.5; PLC-gamma1 inh: -3; sPLA2-III inh: 0; ASAP1 inh: 5; UHRF1 binding: -1; DDE Tn7 FP inh: -5; ARFGAP1 inh: 6; PLC-beta3 inh: -1

What do the screens show for `COCCN(C)Cc1cn(-c2ccc(F)cc2F)nc1-c1ccccc1C`?
Rev-erbA mod: 2; DDE Tn6 FP inh: -6; KLK7 zymogen act: 0.0; PLC-gamma1 inh: 2; sPLA2-III inh: -4; ASAP1 inh: -8; UHRF1 binding: 1; DDE Tn7 FP inh: -2; ARFGAP1 inh: -7; PLC-beta3 inh: 0

How did CCC(C(=O)NCc1ccncc1)c1ccccc1 (stereo unspecified) do in these assays?
Rev-erbA mod: 0; DDE Tn6 FP inh: 1; KLK7 zymogen act: 0.9; PLC-gamma1 inh: 5; sPLA2-III inh: 4; ASAP1 inh: 1; UHRF1 binding: 3; DDE Tn7 FP inh: -6; ARFGAP1 inh: 12; PLC-beta3 inh: 0

How did O=C(CSCC(=O)OCC(=O)N1CCN(C(=O)c2ccco2)CC1)Nc1ccc(Cl)cc1 do in these assays?
Rev-erbA mod: -2; DDE Tn6 FP inh: 6; KLK7 zymogen act: 0.0; PLC-gamma1 inh: 3; sPLA2-III inh: -2; ASAP1 inh: 11; UHRF1 binding: 2; DDE Tn7 FP inh: -7; ARFGAP1 inh: -1; PLC-beta3 inh: 6

How did CCCc1nnc(NC(=O)Cn2c(=O)oc3ccccc32)s1 do in these assays?
Rev-erbA mod: -3; DDE Tn6 FP inh: 1; KLK7 zymogen act: 0.0; PLC-gamma1 inh: 1; sPLA2-III inh: 0; ASAP1 inh: 9; UHRF1 binding: 0; DDE Tn7 FP inh: -4; ARFGAP1 inh: -5; PLC-beta3 inh: 1

How did Cc1ccc(/C=C/c2ccc(=O)n(Cc3ccc(Cl)cc3Cl)n2)cc1 do in these assays?
Rev-erbA mod: 1; DDE Tn6 FP inh: 1; KLK7 zymogen act: -0.5; PLC-gamma1 inh: 1; sPLA2-III inh: 3; ASAP1 inh: -21; UHRF1 binding: -1; DDE Tn7 FP inh: 3; ARFGAP1 inh: 0; PLC-beta3 inh: -2

How did Nc1c(/C=C2\C=Nc3ccccc32)c(=O)nc2sc(CC(=O)N3CCOCC3)nn12 do in these assays?
Rev-erbA mod: 2; DDE Tn6 FP inh: -2; KLK7 zymogen act: 1.2; PLC-gamma1 inh: -13; sPLA2-III inh: -25; ASAP1 inh: -1; UHRF1 binding: -8; DDE Tn7 FP inh: 2; ARFGAP1 inh: 6; PLC-beta3 inh: -22

What do the screens show for `Cc1ccc(OCCC(=O)OCC(=O)N2CCN(S(=O)(=O)c3ccc(C)cc3)CC2)cc1`?
Rev-erbA mod: -3; DDE Tn6 FP inh: -2; KLK7 zymogen act: -0.8; PLC-gamma1 inh: 2; sPLA2-III inh: -5; ASAP1 inh: -2; UHRF1 binding: 5; DDE Tn7 FP inh: -3; ARFGAP1 inh: -2; PLC-beta3 inh: -10

What do the screens show for `Cc1cccn2c(=O)c3cc(C(=O)N4COCC4(C)C)n(C)c3nc12`?
Rev-erbA mod: 0; DDE Tn6 FP inh: 9; KLK7 zymogen act: 6.0; PLC-gamma1 inh: -257; sPLA2-III inh: 0; ASAP1 inh: 7; UHRF1 binding: -2; DDE Tn7 FP inh: 7; ARFGAP1 inh: -8; PLC-beta3 inh: -308

Results for COc1nc(Nc2cccc(F)c2)nc(OC)n1 ?
Rev-erbA mod: -1; DDE Tn6 FP inh: 6; KLK7 zymogen act: 0.4; PLC-gamma1 inh: 3; sPLA2-III inh: -2; ASAP1 inh: 5; UHRF1 binding: -3; DDE Tn7 FP inh: 2; ARFGAP1 inh: 2; PLC-beta3 inh: -3

What do the screens show for `CC(C)c1cc(=O)n2c(nc3ccccc32)[nH]1`?
Rev-erbA mod: 6; DDE Tn6 FP inh: -7; KLK7 zymogen act: -52; PLC-gamma1 inh: -46; sPLA2-III inh: -6; ASAP1 inh: -2; UHRF1 binding: 3; DDE Tn7 FP inh: -5; ARFGAP1 inh: 8; PLC-beta3 inh: -59

Results for C[C@@H](CN1C(=O)C(=O)NC[C@@H]1Cc1ccc(O)cc1)NC(=O)Cc1ccccc1 ?
Rev-erbA mod: -2; DDE Tn6 FP inh: -4; KLK7 zymogen act: 0.1; PLC-gamma1 inh: 3; sPLA2-III inh: 4; ASAP1 inh: 4; UHRF1 binding: 1; DDE Tn7 FP inh: -7; ARFGAP1 inh: 18; PLC-beta3 inh: 6

What do the screens show for `O=C(O)c1ccc(OCc2ccc(C(=O)O)o2)cc1`?
Rev-erbA mod: 2; DDE Tn6 FP inh: 6; KLK7 zymogen act: 0.5; PLC-gamma1 inh: -1; sPLA2-III inh: -2; ASAP1 inh: 2; UHRF1 binding: 1; DDE Tn7 FP inh: -4; ARFGAP1 inh: -9; PLC-beta3 inh: -5

What do the screens show for `CCOCCCn1c(=S)[nH]c2cc(C(=O)NC3CCCCC3C)ccc2c1=O` (stereo unspecified)?
Rev-erbA mod: 14; DDE Tn6 FP inh: 3; KLK7 zymogen act: 0.8; PLC-gamma1 inh: 2; sPLA2-III inh: 4; ASAP1 inh: 7; UHRF1 binding: 1; DDE Tn7 FP inh: 4; ARFGAP1 inh: 1; PLC-beta3 inh: -2

Results for CC(C)(C)n1nnnc1C(c1cccnc1)N1CCN(C2CCCCC2)CC1 (stereo unspecified) ?
Rev-erbA mod: 1; DDE Tn6 FP inh: 0; KLK7 zymogen act: 0.6; PLC-gamma1 inh: 1; sPLA2-III inh: 5; ASAP1 inh: -12; UHRF1 binding: 1; DDE Tn7 FP inh: -2; ARFGAP1 inh: 14; PLC-beta3 inh: 0

How did NC(=O)Cc1cn(-c2ncc(C(F)(F)F)cc2Cl)c2ccccc12 do in these assays?
Rev-erbA mod: -2; DDE Tn6 FP inh: -6; KLK7 zymogen act: -0.2; PLC-gamma1 inh: -12; sPLA2-III inh: 34*; ASAP1 inh: -5; UHRF1 binding: -1; DDE Tn7 FP inh: 1; ARFGAP1 inh: -6; PLC-beta3 inh: -15

How did Cc1ccc(Cn2c(C3CCCN3c3nc(-c4cc(Cl)c(N)c(Cl)c4)cs3)nc3cc(C(=O)NCCCO)ccc32)cc1 (stereo unspecified) do in these assays?
Rev-erbA mod: -6; DDE Tn6 FP inh: -6; KLK7 zymogen act: -0.4; PLC-gamma1 inh: -13; sPLA2-III inh: 8; ASAP1 inh: -1; UHRF1 binding: 7; DDE Tn7 FP inh: 10; ARFGAP1 inh: 4; PLC-beta3 inh: -20

Results for Cc1cc(C(=O)NCc2cc(C(=O)O)co2)co1 ?
Rev-erbA mod: 6; DDE Tn6 FP inh: 10; KLK7 zymogen act: 0.7; PLC-gamma1 inh: -2; sPLA2-III inh: 1; ASAP1 inh: 13; UHRF1 binding: 0; DDE Tn7 FP inh: 3; ARFGAP1 inh: 11; PLC-beta3 inh: -5

How did COc1ccccc1N1CCN(C(=O)CN(C)S(=O)(=O)c2cc(C)ccc2OC)CC1 do in these assays?
Rev-erbA mod: 1; DDE Tn6 FP inh: -8; KLK7 zymogen act: 0.9; PLC-gamma1 inh: 3; sPLA2-III inh: -4; ASAP1 inh: 10; UHRF1 binding: -1; DDE Tn7 FP inh: -7; ARFGAP1 inh: -2; PLC-beta3 inh: -3

Results for COc1ccc(/C=C2\SC(=O)N(CCNC(=O)CCS(=O)(=O)c3ccc(C)cc3)C2=O)cc1 ?
Rev-erbA mod: -3; DDE Tn6 FP inh: -9; KLK7 zymogen act: 0.1; PLC-gamma1 inh: 1; sPLA2-III inh: -11; ASAP1 inh: 5; UHRF1 binding: 0; DDE Tn7 FP inh: 0; ARFGAP1 inh: 8; PLC-beta3 inh: 0

How did N#Cc1ccc(/C=N/NC(=O)c2cccc(S(=O)(=O)N3CCOCC3)c2)cc1 do in these assays?
Rev-erbA mod: -1; DDE Tn6 FP inh: -7; KLK7 zymogen act: 0.5; PLC-gamma1 inh: 2; sPLA2-III inh: -1; ASAP1 inh: -1; UHRF1 binding: 1; DDE Tn7 FP inh: -7; ARFGAP1 inh: 0; PLC-beta3 inh: 3
